Source: PubChem (Broad Institute)
PAX8 inh HTS: inhibitors of PAX8-driven TPO luciferase reporter, primary screen, RMG-I cells, single concentration | inhibition, % at 12.6 µM | AID 652154, 2013 | actives 1.2% (n = 360,000) | SteadyGlo, 24 h;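 active = mean replicate inhibition at least 60% with every replicate also reaching 60%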;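 note: luciferase light reporting Pax8 driven TPO promoter activity; plate controls were median of neutral control wells for no effect and mitoxantrone controls for full effect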
EWS-Fli inh: EWS/Fli-driven NR0B1 reporter inhibitors, primary screen, A673 cells, NR0B1 luciferase, luminescence, MLPCN library. viability-normalised. inhibition, % at 12.6 µM. actives 0.67% (n = 350,000). AID 651661, 2012;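 active = mean inhibition of at least 50% after viability correction, with every replicate also passing that limit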;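 note: firefly luciferase signal divided by Alamar Blue viability fluorescence both relative to DMSO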
S100A4 MyoIIA: inhibitors of S100A4-myosin IIA peptide binding, primary screen, biochemical, fluorescence polarization, TAMRA-MyoIIA peptide. inhibition, % at 10.7 µM. actives 0.14% (n = 360,000). Protein S100-A4 (Homo sapiens), P26447;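 active = mean inhibition of at least 70% across replicates, with every replicate also reaching that level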
Target sequence (P26447 whole entry, looked up): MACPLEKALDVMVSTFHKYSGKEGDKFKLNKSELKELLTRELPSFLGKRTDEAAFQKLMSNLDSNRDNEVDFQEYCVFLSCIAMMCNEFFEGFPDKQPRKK
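Test system – S100A4 monomer (human) · Compound – single-point compound testing · Schedule – 5 min incubation before reading · Probe or stimulus – TAMRA-labelled myosin IIA heavy-chain peptide probe, 5 nM · Benchmarks – neutral control DMSO, positive control TFP · Medium – Calcium-containing HEPES buffer, pH 7.2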
PglD DTNB: C. jejuni PglD acetyltransferase inhibitors, primary screen, biochemical, DTNB colorimetric, single point | actives 0.098% (n = 360,000) | purified PglD enzyme, DTNB colorimetric CoA detection | inhibition, % at 12.5 µM | AID 602405, 2012 | UDP-N-acetylbacillosamine N-acetyltransferase PglD (Campylobacter jejuni); in the data active = inhibition above about 16%, passing the limit was not always enough; note: strong numbers were not always called active
FN deposition inh: inhibitors of fibronectin matrix deposition, primary screen, AH1F cells, Alexa488-fibronectin fluorescence, plate reader | actives 0.086% (n = 350,000) | AH1F fibroblasts, overnight | inhibition, % at 12.6 µM;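 active = mean inhibition across replicates of 30% or more, regardless of how many single replicates reach that level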;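 note: positive control wells lacked labelled fibronectin entirely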
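Assay system: AH1F fibroblast monolayer, labelled fibronectin deposition. Amount: 10000 cells per well. Also added: labelled fibronectin 24 nM. Compound: single-point pinned compound. Incubation: cell attachment 1 h, compound and FN exposure overnight. Detection: fluorescence after three HBSS washes, excitation 485 nm, emission 525 nm. Read-out: inhibition of fibronectin deposition signal.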
ERAP1 HTS inh: human ERAP1 aminopeptidase inhibitors, primary screen, biochemical, single point, plate reader. Endoplasmic reticulum aminopeptidase 1 (Homo sapiens), Q9NZ08. actives 0.15% (n = 340,000). AID 652197, 2013. inhibition, % at 10.7 µM. recombinant ERAP1, Leu-AMC fluorescence, 60 min;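 active = mean replicate inhibition of at least 30%, or all replicates individually reaching that 30% level; inactive = mean below 30% and not every replicate reaching it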;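 note: 0% = neutral control wells and 100% = L-leucinethiol positive control wells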
Target sequence (Q9NZ08 whole entry, looked up): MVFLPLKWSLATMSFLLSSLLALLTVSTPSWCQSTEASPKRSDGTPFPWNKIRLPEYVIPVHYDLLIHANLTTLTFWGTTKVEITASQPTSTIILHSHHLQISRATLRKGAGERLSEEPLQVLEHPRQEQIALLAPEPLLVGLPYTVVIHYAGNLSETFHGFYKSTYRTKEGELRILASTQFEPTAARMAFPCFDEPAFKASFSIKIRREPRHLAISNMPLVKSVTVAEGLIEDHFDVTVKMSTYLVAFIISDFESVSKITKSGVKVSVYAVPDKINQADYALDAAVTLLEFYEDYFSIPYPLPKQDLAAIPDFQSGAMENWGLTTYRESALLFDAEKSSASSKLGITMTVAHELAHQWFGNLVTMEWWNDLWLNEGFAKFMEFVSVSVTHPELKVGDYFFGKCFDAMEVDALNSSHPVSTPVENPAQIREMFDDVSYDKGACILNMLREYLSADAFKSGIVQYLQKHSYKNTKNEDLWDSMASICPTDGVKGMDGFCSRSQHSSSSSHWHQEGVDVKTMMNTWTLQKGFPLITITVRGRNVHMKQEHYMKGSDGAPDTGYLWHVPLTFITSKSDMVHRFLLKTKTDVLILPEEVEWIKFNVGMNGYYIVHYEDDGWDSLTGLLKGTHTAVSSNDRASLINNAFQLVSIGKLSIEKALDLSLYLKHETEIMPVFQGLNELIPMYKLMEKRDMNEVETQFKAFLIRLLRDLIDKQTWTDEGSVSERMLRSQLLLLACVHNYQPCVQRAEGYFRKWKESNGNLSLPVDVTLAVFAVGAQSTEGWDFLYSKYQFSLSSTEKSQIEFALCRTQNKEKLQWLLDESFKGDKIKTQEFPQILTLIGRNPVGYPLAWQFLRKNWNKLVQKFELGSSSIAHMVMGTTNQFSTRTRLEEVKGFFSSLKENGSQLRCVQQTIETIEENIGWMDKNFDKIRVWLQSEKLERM
LGR2 inh: inhibitors of bursicon-induced LGR2 CRE-luciferase signal, primary screen, cell-based, HEK293, CRE-luciferase reporter, bursicon stimulation; bursicon-stimulated, 4 h; inhibition, % at 9.99 µM; actives 0.35% (n = 380,000);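 active = drop in luminescence signal, shown as inhibition above about 50% in the replicate tests, limit read from the data, passing the limit was not always enough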;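 note: agonist challenge used bursicon conditioned medium at about half maximal strength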
PGC1a acetyl inh: inhibitors of PGC1a acetylation signal, primary screen, cell-based, U2OS, AlphaScreen, inhibitor mode | AlphaScreen anti-acetyl-lysine; with virally co-expressed GCN5 acetyltransferase | AID 651687, 2012 | actives 0.17% (n = 350,000) | inhibition, % at 15.6 µM;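 active = every replicate shows inhibition of at least 40%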;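 note: 0% = neutral control wells and 100% = positive control wells; some results beyond the cut were filed as inactive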
An asterisk follows results filed as active; x = no result given.

No.	SMILES	PAX8 inh HTS	EWS-Fli inh	S100A4 MyoIIA	PglD DTNB	FN deposition inh	ERAP1 HTS inh	LGR2 inh	PGC1a acetyl inh
1	CN(Cc1ccccc1)C(=O)CN1C(=O)NC2(CCCc3sccc32)C1=O (centres undefined)	4	7	-3	-1	3	1	x	1
2	CCN(Cc1ccccc1)S(=O)(=O)c1ccc(S(=O)(=O)N2CCN(CCC#N)CC2)cc1	4	6	-2	-3	-6	0	23	4
3	O=C(N/N=C/C(Cl)=C/c1ccccc1)c1ccccn1	-185	-60	-7	x	-2	7	-34	x
4	Cc1ccc(C2=NC3(CCCCC3)N=C2SCC(=O)Nc2ccc3c(c2)OCCO3)cc1	30	9	4	0	-3	-1	-5	5
5	CN(C)CCNC(=O)c1cc(Br)ccc1Cl	x	0	-1	-4	x	3	5	-19
6	CC1Oc2ccccc2C=C1/C=C1/SC(N2CCOCC2)=NC1=O (centres undefined)	-3	x	x	-4	8	x	x	-4
7	O=C(O)c1ccccc1C(=O)N1CCN(c2cccc(Cl)c2)CC1	-10	x	x	-3	-5	x	x	-5
8	COc1ccc(-n2cnc3sccc3c2=O)cc1	-17	-10	-5	-3	3	0	-8	x
9	Nc1nc2n[nH]nc2c(=O)[nH]1	x	-18	-3	0	x	2	x	-16
10	COCCNC(=O)[C@H](C)[C@H]1C[C@]1(C)[C@H](NC(=O)OCc1ccccc1)c1ccccc1	-19	5	-1	-3	4	-3	-7	-11
11	CCOC(=O)c1cnc2nc(SCc3ccccc3Cl)[nH]n2c1=O	22	7	-8	2	-5	5	-1	6
12	O=[N+]([O-])c1ccc(OCCOCCOc2ccc([N+](=O)[O-])cc2)cc1	4	-9	2	-4	-2	-2	-2	2
13	Cc1noc(C)c1S(=O)(=O)Nc1ccc2c(c1)CC(=O)N([C@@H](C)CO)C[C@H](C)[C@@H](CN(C)CC1CCCCC1)O2	6	1	-4	-1	-1	1	-4	-5
14	COc1cc(/C=C2\C=CC(=O)O2)cc(OC)c1	-14	-4	-6	-8	-2	2	6	5
15	C[C@H](CO)N1C[C@H](C)[C@H](CN(C)C(=O)C2CCCCC2)Oc2ncc(C#CC3CCCC3)cc2C1=O	-8	0	6	1	3	-3	3	6
16	COc1ccc(S(=O)(=O)Nc2cccc(-c3ccc4nncn4n3)c2)cc1F	4	56*	4	x	2	12	-3	x
17	CCCCCn1cnc2sc(-c3ccccc3)cc2c1=O	-197	x	x	1	2	x	x	-18
18	Cc1cc(C)c(S(=O)(=O)NNC(=O)C2CCN(Cc3ccccc3)CC2)c(C)c1	-8	x	x	-7	7	x	x	-6
19	O=C(NC(=S)Nc1cccc2cccnc12)c1cccs1	-10	-18	-5	x	6	0	-48	x
20	CCOc1ccc(NC(=O)C2CCCN(C)C2)cc1 (centres undefined)	-12	4	-4	-3	-6	x	-4	5
21	C/C(=N\NC(=O)c1ccc(C)cc1C)c1ccc2c(c1)Nc1ccccc1S2	-21	x	x	1	12	x	-9	10
22	Cc1noc(C)c1NC(=O)N(C)C[C@@H]1OCCCC[C@H](C)Oc2ccc(NC(=O)c3ccncc3)cc2C(=O)N([C@H](C)CO)C[C@@H]1C	4	-6	-1	0	x	0	0	-11
23	COc1ccc(CN2CCNC(=O)C2CC(=O)NC2CCCC2)cc1OC (centres undefined)	0	14	3	13	2	-4	2	2
24	Cc1noc(C)c1NC(=O)Nc1cccc2c1O[C@@H](CN(C)C(=O)Nc1ccc(C(F)(F)F)cc1)[C@H](C)CN([C@H](C)CO)C2=O	9	-2	4	3	11	0	-4	-12
25	COc1ccc(NC(=O)N(C)C[C@@H]2Oc3ccc(NS(=O)(=O)c4c(C)noc4C)cc3C(=O)N([C@@H](C)CO)C[C@H]2C)cc1	x	-1	-8	-1	x	1	-3	-6

Complete entries as entered above.
Shown for `Cc1cc(C)c(S(=O)(=O)NNC(=O)C2CCN(Cc3ccccc3)CC2)c(C)c1` : PAX8 inh HTS = -8; EWS-Fli inh = x; S100A4 MyoIIA = x; PglD DTNB = -7; FN deposition inh = 7; ERAP1 HTS inh = x; LGR2 inh = x; PGC1a acetyl inh = -6
Shown for `COCCNC(=O)[C@H](C)[C@H]1C[C@]1(C)[C@H](NC(=O)OCc1ccccc1)c1ccccc1` : PAX8 inh HTS = -19; EWS-Fli inh = 5; S100A4 MyoIIA = -1; PglD DTNB = -3; FN deposition inh = 4; ERAP1 HTS inh = -3; LGR2 inh = -7; PGC1a acetyl inh = -11
Shown for `Cc1noc(C)c1S(=O)(=O)Nc1ccc2c(c1)CC(=O)N([C@@H](C)CO)C[C@H](C)[C@@H](CN(C)CC1CCCCC1)O2` : PAX8 inh HTS = 6; EWS-Fli inh = 1; S100A4 MyoIIA = -4; PglD DTNB = -1; FN deposition inh = -1; ERAP1 HTS inh = 1; LGR2 inh = -4; PGC1a acetyl inh = -5

Some of these compounds in order of the PGC1a acetyl inh value, ascending:
cpd	canonical_smiles	S100A4 MyoIIA	PglD DTNB	ERAP1 HTS inh	LGR2 inh	PGC1a acetyl inh
17	CCCCCn1cnc2sc(-c3ccccc3)cc2c1=O	x	1	x	x	-18
10	COCCNC(=O)[C@H](C)[C@H]1C[C@]1(C)[C@H](NC(=O)OCc1ccccc1)c1ccccc1	-1	-3	-3	-7	-11
12	O=[N+]([O-])c1ccc(OCCOCCOc2ccc([N+](=O)[O-])cc2)cc1	2	-4	-2	-2	2

More results follow.
No.	SMILES	PAX8 inh HTS	EWS-Fli inh	S100A4 MyoIIA	PglD DTNB	FN deposition inh	ERAP1 HTS inh	LGR2 inh	PGC1a acetyl inh
26	CCC(c1nnnn1-c1c(C)cccc1C)N1CCN(C/C=C/c2ccccc2)CC1 (centres undefined)	17	13	-3	-5	10	4	19	3
27	CCNC(=O)C[C@H]1CC[C@@H]2[C@@H](COc3ccc(NC(=O)Nc4cccc(OC)c4)cc3C(=O)N2C)O1	-16	-11	x	-5	5	x	4	-2
28	C[C@H]1CCCCO[C@@H](CN(C)Cc2ccc3c(c2)OCO3)[C@@H](C)CN([C@@H](C)CO)C(=O)c2cc(NS(=O)(=O)c3ccccc3)ccc2O1	18	2	6	-1	2	-7	-14	5
29	C[C@@H]1CN([C@H](C)CO)S(=O)(=O)c2ccc(-c3ccncc3)cc2O[C@@H]1CN(C)S(C)(=O)=O	x	0	8	10	-6	-5	-7	22
30	Cc1ccc([C@H]2C[C@H](n3cc(COC(=O)c4ccccc4)nn3)[C@@H](O)CN2C(=O)c2cccs2)cc1	-10	-23	10	-2	-9	-5	4	-5
31	Cc1nn(-c2cc(N3CCNCC3)ccc2[N+](=O)[O-])c(=O)c2ccccc12	12	x	x	1	0	x	x	-22
32	O=C(/C=C/c1ccccc1[N+](=O)[O-])c1ccc(F)cc1	-27	-9	5	-2	5	-1	35	-21
33	C[C@@H]1CCCCO[C@@H](CN(C)Cc2ccc(C(F)(F)F)cc2)[C@@H](C)CN([C@H](C)CO)C(=O)c2cc(NS(=O)(=O)c3ccc(Cl)cc3)ccc2O1	-16	-11	4	2	-7	-2	12	9
34	Cc1nnc2n1CCCCC2	1	-6	-3	2	3	-3	12	0
35	CCCNC(=O)C[C@@H]1CC[C@@H]2[C@H](COc3ccc(NC(=O)CC)cc3C(=O)N2C)O1	6	-2	5	-4	-19	0	0	7
36	O=C(Nc1ccc([N+](=O)[O-])cc1)OC1CCS(=O)(=O)C1 (centres undefined)	-17	-10	5	x	-9	-1	-2	x
37	C[C@H]1CN([C@@H](C)CO)C(=O)c2cc(NC(=O)CCN3CCOCC3)ccc2O[C@H]1CN(C)Cc1ccc(Oc2ccccc2)cc1	x	1	-35	1	6	-3	-2	3
38	CC(C)(C)Nc1nc(-c2ccc3c(c2)CCN3C(=O)C2CC2)cs1	-162	-183	-3	0	4	3	-39	x
39	COc1ccc(CNC(=O)CN2CCC(NC(=O)c3ccc(OC)cc3)CC2)cc1	12	4	-2	6	-3	1	7	2
40	COc1cccc(-c2nc(Cl)nc3cc(Cl)ccc23)c1	-1	-2	-12	x	-2	x	1	x
41	CCOc1ccccc1NC(=O)CN(c1ccc(Cl)cc1)S(C)(=O)=O	14	3	-4	3	-11	-3	10	16
42	CCOC(=O)N1CCN(C(=O)c2ccc3c(c2)NC(=O)/C(=C/c2ccccc2)S3)CC1	-1	x	-1	5	-6	-2	-9	-12
43	O=C1CCC/C1=C/Nc1ccc(Cl)cc1	-20	-12	10	x	6	5	-22	x
44	CCN(C[C@@H]1N[C@@H](CO)[C@H]1c1ccccc1)C(=O)c1ccncc1	3	-3	1	-4	6	-2	-8	6
45	O=C(O)/C=C\C(=O)Nc1ccccc1F	20	2	-12	0	6	6	-10	-1
46	O=C(COC(=O)c1cc(Cl)ccc1O)NNC(=O)c1ccc([N+](=O)[O-])cc1	-10	0	-2	5	x	2	1	-1
47	CC(=O)N(C)C[C@H]1Oc2ncc(-c3ccc(F)cc3)cc2C(=O)N([C@H](C)CO)C[C@H]1C	x	-3	-14	2	7	0	6	1
48	COc1cccc(NC(=O)Nc2nnc(COCCO)s2)c1	-46	-2	0	-5	5	0	x	19
49	NC(=O)c1ccc(-n2nnnc2SCC(=O)NC2CCCCC2)cc1	27	4	14	5	7	-1	-6	x
50	C/C(=N\NC(=S)NC(C)C)c1ccco1	-1	6	-2	x	x	-3	28	4

Results in S100A4 MyoIIA, for some of the entries so far:
item	Compound	S100A4 MyoIIA
43	O=C1CCC/C1=C/Nc1ccc(Cl)cc1	10
44	CCN(C[C@@H]1N[C@@H](CO)[C@H]1c1ccccc1)C(=O)c1ccncc1	1

Next part
No.	SMILES	PAX8 inh HTS	EWS-Fli inh	S100A4 MyoIIA	PglD DTNB	FN deposition inh	ERAP1 HTS inh	LGR2 inh	PGC1a acetyl inh
51	CCN(CC)CC(=O)Nc1scc2c1c(=O)oc1ccccc12	-142	-99	3	4	-4	x	-54	3
52	CCC(=O)Nc1ccc2c(c1)OC[C@@H](C)N(CCC(F)(F)F)C[C@@H](C)[C@@H](OC)CN(C)C2=O	1	-3	7	0	1	0	-5	x
53	COc1ccccc1CN1CCCCC1C(=O)O (centres undefined)	-15	-2	-4	x	-8	-3	-1	-10
54	COc1cccc(OC)c1C(=O)Nc1ccc(Br)c(C(=O)c2ccccc2)c1	14	-4	3	-1	4	2	9	-6
55	C[C@@H](NC(=O)C[C@@H]1CC[C@@H]2[C@H](COc3ccc(NS(=O)(=O)c4ccc(Cl)cc4)cc3C(=O)N2C)O1)c1ccccc1	8	4	5	2	-5	2	9	-10
56	Cc1ccc(NC(=S)N2CCN(CCN3C(=O)c4cccc5cccc(c45)C3=O)CC2)cc1	-2	x	x	1	-8	x	x	-13
57	C[C@H]1CN([C@@H](C)CO)S(=O)(=O)c2ccc(C#CC3CC3)cc2O[C@@H]1CN(C)C(=O)c1ccccn1	x	14	1	-2	-5	-1	-25	-13

Rows were taken by chance. About 2.1% of those tested had a hit in this group.
